Bioassay records: PubChem, National Center for Advancing Translational Sciences (NCATS)
Vif-A3G inh: blocks the Vif interaction with human APOBEC3G | Potency, µM (series often up to 46.1 µM), for inactives: top-dose activity, negative = active, hits mostly inhibitors | 0.076% of 410,000 active | Q9HC16 | HeLa A3G-eYFP + Vif (tagged APOBEC3G with the HIV-1 protein that degrades it), YFP fluorescence, overnight | AID 602310;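 also: % is scaled to controls: 0 for no effect and ±100 for the full control effect; nearly all actives have a fitted effect of over 60% in size; hits raise eYFP signal because A3G escapes Vif-driven loss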
Target sequence (Q9HC16 whole entry, looked up): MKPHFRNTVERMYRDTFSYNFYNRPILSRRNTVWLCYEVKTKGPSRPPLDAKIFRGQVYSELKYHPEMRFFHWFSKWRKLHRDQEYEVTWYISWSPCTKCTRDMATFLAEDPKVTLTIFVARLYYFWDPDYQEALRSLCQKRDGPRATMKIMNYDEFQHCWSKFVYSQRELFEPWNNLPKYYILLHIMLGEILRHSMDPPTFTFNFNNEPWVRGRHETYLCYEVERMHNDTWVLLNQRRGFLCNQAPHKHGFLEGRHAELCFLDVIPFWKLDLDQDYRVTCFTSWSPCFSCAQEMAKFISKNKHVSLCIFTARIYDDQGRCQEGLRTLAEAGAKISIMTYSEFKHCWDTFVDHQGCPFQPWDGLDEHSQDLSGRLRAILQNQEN
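Read-out is eYFP fluorescence (Ex 488/Em 500-530) from Vif-expressing HeLa A3G-eYFP cells; more signal means A3G escaped Vif-mediated degradation. Cells plated overnight, compound pinned in, incubated overnight at 37 deg C.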
Vif-APOBEC3F blk: Vif-A3F binding inhibition. HeLa A3F-eYFP + Vif (tagged APOBEC3F with the HIV-1 protein that degrades it), YFP fluorescence increase. Potency, µM (titrated, usually from 46.1 µM), for inactives: at the top dose activity, negative = active. 0.2% of 390,000 active. AID 602313; also: % of control where 0% means no effect; nearly all actives have a fitted effect of over 65% in size
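HeLa cells stably expressing A3F-eYFP plus Vif, plated and incubated overnight at 37 deg C, then exposed to compounds overnight at 37 deg C. Blocked degradation read as raised yellow fluorescence (Ex 488/Em 500-530).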
USP1 inh: inhibitors of human USP1/UAF1 deubiquitinase | O94782 | recombinant USP1/UAF1, Ub-Rhodamine cleavage fluorescence | Potency, µM (series often up to 57.1 µM), for the others: at the top dose activity change, negative = inhibition, usual class: inhibitors | 0.23% of 390,000 active | AID 743255; also: % is scaled to controls: 0 for no effect and ±100 for the full control effect; nearly all actives have a fitted effect of over 60% in size; inactives centre near -12
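Step one: compound is pinned into 1nM USP1/UAF1 in HEPES pH 7.8 buffer with TCEP. Step two: 15 min room-temperature incubation. Step three: Ub-Rho (150nM final) starts cleavage, tracked by fluorescence over six one-minute reads.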
TrxR1 inh: inhibitors of rat thioredoxin reductase 1. O89049. recombinant rTrxR1, NADPH fluorescence consumption, selenite substrate. Potency, µM (top dose mostly 114 µM), inactives show at the highest dose activity change, negative = inhibition, usual class: inhibitors. 1% of 390,000 active. AID 588453; also: % is scaled to controls: 0 for no effect and ±100 for the full control effect; nearly all actives have a fitted effect of over 65% in size
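Rat TrxR1 (90 nM in the dispensed reagent) was pre-reduced with 400 uM NADPH for 5 min at room temperature, then incubated with compound for 15 min. After 400 uM selenite was added, NADPH fluorescence (Ex 340/Em 450 nm) was followed for 8 min.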
12-LOX inh: blocks human arachidonate 12S-lipoxygenase | P18054 | purified 12hLO, xylenol orange hydroperoxide absorbance | 1.1% of 580,000 active | AID 1671190 | Potency, µM (series often up to 108 µM), without a hit: at the highest dose activity change, negative = inhibition, actives largely listed as inhibitors; also: % is scaled to controls: 0 for no effect and ±100 for the full control effect
Target sequence (P18054 whole entry, looked up): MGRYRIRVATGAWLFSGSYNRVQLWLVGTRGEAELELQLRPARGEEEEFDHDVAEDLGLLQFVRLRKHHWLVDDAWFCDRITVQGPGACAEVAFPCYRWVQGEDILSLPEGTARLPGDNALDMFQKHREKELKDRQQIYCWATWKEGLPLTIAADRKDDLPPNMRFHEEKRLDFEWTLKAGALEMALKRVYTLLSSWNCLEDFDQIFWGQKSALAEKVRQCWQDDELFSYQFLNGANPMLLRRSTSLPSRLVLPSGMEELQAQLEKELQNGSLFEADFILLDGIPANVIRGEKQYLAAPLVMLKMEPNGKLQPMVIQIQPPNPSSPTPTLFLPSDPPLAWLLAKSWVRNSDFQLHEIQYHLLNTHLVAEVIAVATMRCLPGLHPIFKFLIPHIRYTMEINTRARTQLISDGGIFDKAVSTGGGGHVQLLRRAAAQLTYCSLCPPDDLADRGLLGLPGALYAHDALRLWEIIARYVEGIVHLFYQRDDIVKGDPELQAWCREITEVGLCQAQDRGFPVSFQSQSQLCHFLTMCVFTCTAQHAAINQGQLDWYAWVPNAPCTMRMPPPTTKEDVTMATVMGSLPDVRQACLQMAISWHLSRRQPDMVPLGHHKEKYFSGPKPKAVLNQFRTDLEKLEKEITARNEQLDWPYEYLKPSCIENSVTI
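Purified human 12hLO (150 nM final) in 25 mM Hepes, 0.01% Triton X-100, pH 7.0 was preincubated 15 min at room temperature with compound. Then 40 uM arachidonic acid was added, 30 min. Hydroperoxide was read by Fe-XO absorbance ratio 573/405 nm.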
RGS4 inh: human RGS4 inhibition | Transcreener GDP fluorescence polarization, RGS4-accelerated GTP hydrolysis | Potency, µM (titrated, usually from 114 µM), without a hit: top-dose activity change, negative = inhibition, usual class: inhibitors | 0.039% of 390,000 active | AID 504845; also: % is scaled to controls: 0 for no effect and ±100 for the full control effect; nearly all actives have a fitted effect of over 75% in size; some results filed as inactive show a strong effect at the top dose
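MLSMR compounds (23 nl, pin-transferred) preincubated 10 min at room temperature with a 500nM (2x) first reagent, then RGS4 at 900nM (2x) plus Transcreener GDP mix added; fluorescence polarization (620/688 nm) read before and after 90 min at 30 °C.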
IDH1 R132H inh: human IDH1 R132H inhibition | IDH1-R132H enzyme, NADPH consumption, diaphorase/resazurin fluorescence | Potency, µM (titrated, usually from 76.6 µM), for inactives: at the highest dose activity change, negative = inhibition, most hits filed as inhibitors | 0.093% of 390,000 active; also: % is scaled to controls: 0 for no effect and ±100 for the full control effect; nearly all actives have a fitted effect of over 65% in size
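IDH1-R132H (0.5 ug/mL dispensed) in pH 7.5 Tris buffer was preincubated 30 min with compound, then given a substrate mix of 0.016 mM NADPH and 2 mM alpha-KG for 80 min at room temperature; remaining NADPH was read by diaphorase/resazurin fluorescence.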
TrxR1 substrate: is turned over as a substrate by rat TrxR1 | O89049 | purified TrxR1 substrate turnover, NADPH consumption readout | Potency, µM (highest dose often 114 µM), for inactives: at the top dose activity change, negative = substrate turnover | 0.01% of 390,000 active; also: % is scaled to controls: 0 for no effect and ±100 for the full control effect; nearly all actives have a fitted effect of over 50% in size
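Rat TrxR1, dispensed at 90 nM, was prereduced with 400 uM NADPH (final) for 5 min at ~22 deg C, then incubated with compound 15 min before 400 uM selenite. A first-read NADPH fluorescence drop versus no-compound background flagged substrates.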
RXFP1 agonist: activates the human relaxin receptor RXFP1 | 0.3% of 370,000 active | Potency, µM (series often up to 57.5 µM), for the others: top-dose activation, actives largely listed as activators | HEK293T-RXFP1 cAMP TR-FRET, 30 min; response scale: percent of porcine relaxin response, buffer zero; also: % is scaled to controls: 0 for no effect and ±100 for the full control effect; nearly all actives have a fitted effect of over 60% in size; many of its hits are not listed in these tables
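Agonist response is measured as cAMP accumulation in an RXFP1-transfected HEK293T line under PDE4 inhibition. Values are scaled between buffer-only and 29 nM porcine relaxin, and EC50s come from standard Hill equation fits.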
* = called active by the depositor; ? = inconclusive; nt = not tested or not shown; & = joins results of further samples; [ ] = another dose, or the depositor's remark. Calls follow the shape of the dose curve; as a rule, active = well fitted curve in the direction sought with a large enough effect; inconclusive = small, poorly fitted or top-dose-only effect, or another doubt; inactive = no such curve, though single readings can be large; an effect the other way counts as inactive or inconclusive. Potency is read from the fitted curve at half-maximal effect.

Vif-A3G inh	Vif-APOBEC3F blk	USP1 inh	TrxR1 inh	12-LOX inh	RGS4 inh	IDH1 R132H inh	TrxR1 substrate	RXFP1 agonist	smiles
0%	6%	0%	-6%	-2%	17%[56.9 µM]	-6%	-8%	1.0%	CCOC(=O)Cc1csc(NC(=O)c2cc(=O)c3ccccc3o2)n1
-5%&-1%	8%&6%	-17%&14%	8%[57.1 µM]	-14%&-23%	?	0%&-14%	-3%[57.1 µM]	5.1%&3.6%	COc1ccc(NC(=O)Cn2cnc3sc(C)c(S(=O)(=O)N4CCN(C)CC4)c3c2=O)cc1OC
1%	3%	-6%	13µM*	?	-6%	8%	-3%	nt	O=C(N/N=C/C=C/c1ccco1)C(O)c1ccccc1 (stereo not given)
-6%	-9%	-1%	8%	-6%	6%	3%	-4%	-0.3%	Cn1cc(Cl)c(C(=O)N/N=C/c2ccc(OS(=O)(=O)c3ccccc3)cc2)n1
3%	10%	-14%	27%	-1%	14%	0%	7%	1.2%	COc1cc2c(cc1OC)CN(S(=O)(=O)c1ccc3c(c1)OCCO3)CC2
7%	0%	8%	-3%	?	-6%	0%	-5%	1.1%	CCCCn1c(-c2ccc(S(=O)(=O)N3CCOCC3)cc2)csc1=Nc1ccccc1
5%	-12%	-19%	-12%	-25%	-4%	0%	-8%	-0.1%	Cn1nc(CC(=O)NCCN2C(=O)CSC2=O)c2ccccc2c1=O
7%	-5%	?	24%[57.1 µM]	10%	-3%	17%	8%[57.1 µM]	-2.5%	Cc1cccc(NC(=O)C2(c3ccccc3)CCOCC2)c1
-4%	-10%	-5%	9%[57.1 µM]	-16%	-6%[11.4 µM]	2%	-14%	0.1%	COc1cc(C2/C(=C(\O)c3ccc4c(c3)CC(C)O4)C(=O)C(=O)N2CCCn2ccnc2)ccc1O (stereo not given)
-2%	2%	-21%	7%	-28%	1%	-6%	3%	7.2%	Cc1ccc(Nc2c(-c3ccc(N4CCOCC4)cc3)nc3ccc(Cl)cn23)cc1
-10%	-13%	-7%	-13%	147%[activator]	-12%	9%	-7%	-1.1%	CCC1(CC)Cc2ccccc2C(N)=C1C#N
-2%	-2%	-17%	14%[57.1 µM]	-21%	-30%	3%	5%[57.1 µM]	-0.6%	CN(CC(=O)Nc1cccc(F)c1)C(=O)c1ccc(N2CCCCC2)c([N+](=O)[O-])c1
2%	-3%	-4%	28%[57.1 µM]	-1%	-16%	4%	6%[57.1 µM]	-1.5%	CC1(C)CC(=O)/C(=C(\O)Cc2ccccc2)C(=NCCCCCC(=O)O)C1
0%	8%	?	3%	6%	-4%	4%	-4%	nt	COc1ccc(NC(=O)Nc2cccc3c2O[C@H](CN(C)S(=O)(=O)c2ccccc2)[C@@H](C)CN([C@H](C)CO)C3=O)cc1
0%	2%	-17%	?	?	9%[11.4 µM]	3%	3%	0.3%	C=CCN(CC=C)CCOc1ccc(C)cc1[N+](=O)[O-]
-1%	-11%	2%	-6%	-14%	2%	-11%	-8%	1.8%	Cc1ccc2ncc(C(=O)Nc3ccc(F)cc3F)c(=O)n2c1
1%	-23%	-25%	-7%	?	-42%	4%	6%	-0.4%	CN(C)C(=O)NC(NC(=S)Nc1ccccc1)C(Cl)(Cl)Cl (stereo not given)
-3%	8%	-9%	-2%[2.29 µM]	1%	16%	0%	8%[57.1 µM]	nt	C=CCn1c(SCC(=O)NC(=O)Cc2ccccc2)nnc1-c1ccccc1F
-3%	0%	1%	nt	7%	nt	-3%	nt	nt	Cc1nc(C)c(C(=O)OCC(=O)Nc2ccc(C)c(C)c2)s1
1%	14%	-19%	16%[57.1 µM]	-35%	-21%	-5%	-5%[57.1 µM]	2.4%	COc1cc(CC(=O)N(C)CC(=O)Nc2cc(C)ccc2C)cc(OC)c1OC
0%	7%	-12%	1%	-1%	20%	-10%	-8%	-0.6%	COc1cccc(OC)c1CC1SC(=O)NC1=O (stereo not given)
1%	8%	-10%	22%	-14%	-9%	2%	29%	4.8%	Cc1ccc(-n2c(=O)c3sccc3n(Cc3cc(=O)n4cc(Cl)ccc4n3)c2=O)cc1F
2%	-8%	-18%	88%[activator][57.1 µM]	1%	15%	3%	371%[activator][57.1 µM]	7.5%	CCCCC1(C)Nc2ccccc2-c2nc3ccccc3n21 (stereo not given)
5%	0%	-14%	32%	?	18%	-14%	3%	7.5%	Cc1cccc(NC(=O)Cn2c(=O)n(Cc3nc(-c4ccccc4)no3)c(=O)c3ccccc32)c1
0%	-15%	1%	18%	25%	-18%	-1%	-4%	0.2%	O=C(CN1CCCC1)NCC12CC3CC(CC(C3)C1)C2

Three entries from above, with tabs.
smiles	Vif-A3G inh	Vif-APOBEC3F blk	USP1 inh	TrxR1 inh	12-LOX inh	RGS4 inh	IDH1 R132H inh	TrxR1 substrate	RXFP1 agonist
C=CCn1c(SCC(=O)NC(=O)Cc2ccccc2)nnc1-c1ccccc1F	-3%	8%	-9%	-2%[2.29 µM]	1%	16%	0%	8%[57.1 µM]	nt
Cn1nc(CC(=O)NCCN2C(=O)CSC2=O)c2ccccc2c1=O	5%	-12%	-19%	-12%	-25%	-4%	0%	-8%	-0.1%
COc1ccc(NC(=O)Cn2cnc3sc(C)c(S(=O)(=O)N4CCN(C)CC4)c3c2=O)cc1OC	-5%&-1%	8%&6%	-17%&14%	8%[57.1 µM]	-14%&-23%	?	0%&-14%	-3%[57.1 µM]	5.1%&3.6%

Next entries.
Vif-A3G inh	Vif-APOBEC3F blk	USP1 inh	TrxR1 inh	12-LOX inh	RGS4 inh	IDH1 R132H inh	TrxR1 substrate	RXFP1 agonist	smiles
-2%	-1%	-21%	9%[57.1 µM]	12%	-23%	2%	-7%[57.1 µM]	2.6%	CCC(C)(C)n1nnnc1C(C(C)C)N1CCC(C(N)=O)CC1 (stereo not given)
3%	1%	-3%	-28%	8%	17%	12%	-8%	2.2%	Cc1cccc(NC(=S)NCc2ccncc2)c1C
4%	9%	-8%	14%	-15%	1%	0%	2%	-2.0%	CCOC(=O)N1CCN(C2CCCN(C(=O)c3cccc(N(C)C)c3)C2)CC1 (stereo not given)
3%	6%	-22%	13%	?	-13%	0%[38.3 µM]	5%	nt	CC[C@@]1(C(=O)OC)N[C@H](CN(C)C(=O)c2ccccc2)[C@@H]2C(=O)N(Cc3ccccc3)C(=O)[C@@H]21
2%	5%	-16%	23%[57.1 µM]	-1%	?	23%	8%[57.1 µM]	0.8%	CCOc1ccc(C(=O)Nc2ccccc2C(=O)O)cc1
0%	-6%	-25%	13%[57.1 µM]	-22%	-24%	-11%	0%[57.1 µM]	5.5%	COC(=O)c1ccc(NC(=O)C(=O)NCCc2csc3nc(-c4ccccc4F)nn23)cc1
-3%	-3%	-13%	-2%	?	-15%	6%	-2%	3.1%	CCOC(=O)N1CCc2c(sc(N)c2C#N)C1
-2%	-12%	-24%	-3%	-9%	-14%	-1%	-1%	-0.5%	COc1ccc(N=C2SC(CC(=O)Nc3ccc(F)cc3)C(=O)N2Cc2ccco2)cc1 (stereo not given)
-2%	3%	-8%	6%	-11%	-9%	-1%	-9%	6.6%	CCc1ccccc1NC(=O)CSc1nnc(COc2ccccc2Cl)o1
0%	10%	-17%	4%	1%	-1%	1%	24%	1.1%	Cc1ccc(C(C(=O)NC2CCCC2)N(Cc2cccnc2)C(=O)c2snc(C(N)=O)c2N)o1 (stereo not given)
1%	-4%	-24%	15%	38%[activator]	13%	-5%	-2%	1.7%	O=C(CCCNC(=O)c1ccc(Cl)cc1)Nc1cccc(S(=O)(=O)N2CCCCC2)c1
1%	-8%	-7%	-15%	-7%	-10%	10%	-14%	0.2%	O=C(NNC1=C(C(=O)C(F)(F)F)CCC1)c1ccc(Cl)cc1
-4%	-6%	?	3%	-3%	9%	8%	1%	0.0%	CC(=O)OCCCN1c2ccccc2Nc2nnc(-c3ccccc3)cc21
?	4µM*	?	12%[57.1 µM]	-19%	1%	?	-4%	8.0%	O=C1c2cccc3c(N4CCCCC4)ccc(c23)C(=O)N1c1cccc(O)c1
-1%	3%	-11%	9%[57.1 µM]	-6%	18%	-6%	1%[57.1 µM]	-0.6%	COC(=O)CCC(=O)Nc1cccc(C(=O)Nc2cccc(Cl)c2)c1

As entered above:
`COC(=O)c1ccc(NC(=O)C(=O)NCCc2csc3nc(-c4ccccc4F)nn23)cc1` | USP1 inh = -25%
`CC[C@@]1(C(=O)OC)N[C@H](CN(C)C(=O)c2ccccc2)[C@@H]2C(=O)N(Cc3ccccc3)C(=O)[C@@H]21` | RGS4 inh = -13%
`CCC1(CC)Cc2ccccc2C(N)=C1C#N` | TrxR1 inh = -13%
`O=C(N/N=C/C=C/c1ccco1)C(O)c1ccccc1` (stereo not given) | RGS4 inh = -6%

This is a subset. The share of hits here may be higher or lower than overall.
